Screening results: PubChem, several laboratories
NOD2 RIPK2 PPI = inhibitors of human NOD2-RIPK2 interaction; O43353; CHO BLA complementation NOD2-RIPK2, CCF4 ratio; AID 624267; 360,000 compounds, 0.38% hits; inhibition, % at 4.98 µM; in the data active = inhibition above about 21%;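 note: 0% = vehicle only and 100% = reference blocker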
NCOA2 inhibitor = inhibits human steroid receptor coactivator 2. Q15596. HEK293 GAL4-SRC2 luciferase reporter, luminescence. inhibition, % at 9 µM. 370,000 compounds, 0.17% hits;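 active = inhibition above the mean inhibition of all tested compounds plus 3 SD, set per campaign, cut at about 52% in these data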;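 note: 0% = DMSO treated cells and 100% = cells given Gossypol at 36 µM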
TWEAK-Fn14 inh = inhibitors of TWEAK-Fn14 interaction signaling | 360,000 compounds, 2% hits | TWEAK-stimulated Fn14 reporter cells, luciferase luminescence, 8 h | AID 1159606 | inhibition, % at 10 µM; in the data active = inhibition above about 50%
ABHD5 PLIN5 PPI = inhibitors of human ABHD5-perilipin-5 interaction | Split G. princeps luciferase complementation, luminescence, 4 h | inhibition, % at 4 µM | 360,000 compounds, 0.78% hits;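 active = inhibition above the mean inhibition across every tested compound plus 3 SD, cut at about 22% in these data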;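 note: 0% = DMSO only wells and the 100% control is not disclosed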
Granule exo inh = lytic granule exocytosis inhibition; TALL-104 LAMP-1 surface exposure, flow cytometry; cells stimulated with thapsigargin and PMA; inhibition, % at 10 µM; 360,000 compounds, 0.66% hits;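 active = inhibition above about 55%, limit read from the data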
LRH-1 inv ag = inverse agonists of human LRH-1 (NR5A2); O00482; HEK293T StAR-luciferase reporter, LRH-1 transfected, 24 h; inhibition, % at 3.6 µM; 360,000 compounds, 0.13% hits;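 active = inhibition above the mean inhibition of all tested compounds plus 3 SD, cut at about 73% in these data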;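 note: 0% = DMSO wells and 100% = reporter-only cells lacking LRH-1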
SRC1 inh = inhibitors of human steroid receptor coactivator 1 (SRC1); Q15788; HEK293 GAL4-SRC1 luciferase reporter, luminescence; inhibition, % at 3.6 µM; 360,000 compounds, 0.12% hits;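 active = inhibition above the campaign mean plus 3 SD, with each screening campaign given its own cutoff, cut at about 60% in these data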;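 note: 0% = DMSO treated cells and 100% = gossypol at 36 µM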
TROY signal inh = inhibitors of TROY-dependent NF-kB signaling | Q293 LMP1-TROYcd NF-kB luciferase reporter, 4 h | inhibition, % at 10 µM | 360,000 compounds, 0.98% hits | AID 1347056;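 active = compounds whose plate-normalised and pattern-corrected inhibition of the luciferase reporter signal at the single screening dose is 50% or more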
TLR9-MyD88 inh = blocks human TLR9 binding to MyD88; Q9NR96+Q99836; CHO BLA complementation TLR9-MyD88, CCF4 FRET ratio; inhibition, % at 4.98 µM; 340,000 compounds, 0.21% hits; AID 504734;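 active = inhibition above the mean over all tested compounds plus 3 SD, cut at about 21% in these data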;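 note: 0% = DMSO only wells and 100% = clavulanate BLA inhibitor control wells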
COUP-TFII inh = inhibitors of human COUP-TFII (NR2F2) | P24468 | HEK293T NGFI-A luciferase reporter, luminescence | inhibition, % at 8.6 µM | 370,000 compounds, 0.7% hits;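 active = inhibition above a per-plate cutoff, mean inhibition of test wells between control levels plus 3 SD, cut at about 38% in these data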;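 note: cells cotransfected with COUP-TFII expression vector driving the NGFI-A reporter; 0% = median of COUP-TF2 test wells and 100% = reporter-only cells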
NCOA3 inh = human NCOA3 inhibition | Q9Y6Q9 | HEK293 GAL4-SRC3 luciferase reporter, luminescence | inhibition, % at 3.6 µM | 360,000 compounds, 0.17% hits;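 active = inhibition above a per-campaign cutoff, the mean of all compounds plus 3 SD, cut at about 60% in these data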;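 note: 0% = DMSO-treated cells and 100% = gossypol-treated cells at 36 µM; higher means less SRC3-driven luciferase light from the GAL4 reporter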
Target sequence (Q9Y6Q9 whole entry, looked up, the tested form may be a part): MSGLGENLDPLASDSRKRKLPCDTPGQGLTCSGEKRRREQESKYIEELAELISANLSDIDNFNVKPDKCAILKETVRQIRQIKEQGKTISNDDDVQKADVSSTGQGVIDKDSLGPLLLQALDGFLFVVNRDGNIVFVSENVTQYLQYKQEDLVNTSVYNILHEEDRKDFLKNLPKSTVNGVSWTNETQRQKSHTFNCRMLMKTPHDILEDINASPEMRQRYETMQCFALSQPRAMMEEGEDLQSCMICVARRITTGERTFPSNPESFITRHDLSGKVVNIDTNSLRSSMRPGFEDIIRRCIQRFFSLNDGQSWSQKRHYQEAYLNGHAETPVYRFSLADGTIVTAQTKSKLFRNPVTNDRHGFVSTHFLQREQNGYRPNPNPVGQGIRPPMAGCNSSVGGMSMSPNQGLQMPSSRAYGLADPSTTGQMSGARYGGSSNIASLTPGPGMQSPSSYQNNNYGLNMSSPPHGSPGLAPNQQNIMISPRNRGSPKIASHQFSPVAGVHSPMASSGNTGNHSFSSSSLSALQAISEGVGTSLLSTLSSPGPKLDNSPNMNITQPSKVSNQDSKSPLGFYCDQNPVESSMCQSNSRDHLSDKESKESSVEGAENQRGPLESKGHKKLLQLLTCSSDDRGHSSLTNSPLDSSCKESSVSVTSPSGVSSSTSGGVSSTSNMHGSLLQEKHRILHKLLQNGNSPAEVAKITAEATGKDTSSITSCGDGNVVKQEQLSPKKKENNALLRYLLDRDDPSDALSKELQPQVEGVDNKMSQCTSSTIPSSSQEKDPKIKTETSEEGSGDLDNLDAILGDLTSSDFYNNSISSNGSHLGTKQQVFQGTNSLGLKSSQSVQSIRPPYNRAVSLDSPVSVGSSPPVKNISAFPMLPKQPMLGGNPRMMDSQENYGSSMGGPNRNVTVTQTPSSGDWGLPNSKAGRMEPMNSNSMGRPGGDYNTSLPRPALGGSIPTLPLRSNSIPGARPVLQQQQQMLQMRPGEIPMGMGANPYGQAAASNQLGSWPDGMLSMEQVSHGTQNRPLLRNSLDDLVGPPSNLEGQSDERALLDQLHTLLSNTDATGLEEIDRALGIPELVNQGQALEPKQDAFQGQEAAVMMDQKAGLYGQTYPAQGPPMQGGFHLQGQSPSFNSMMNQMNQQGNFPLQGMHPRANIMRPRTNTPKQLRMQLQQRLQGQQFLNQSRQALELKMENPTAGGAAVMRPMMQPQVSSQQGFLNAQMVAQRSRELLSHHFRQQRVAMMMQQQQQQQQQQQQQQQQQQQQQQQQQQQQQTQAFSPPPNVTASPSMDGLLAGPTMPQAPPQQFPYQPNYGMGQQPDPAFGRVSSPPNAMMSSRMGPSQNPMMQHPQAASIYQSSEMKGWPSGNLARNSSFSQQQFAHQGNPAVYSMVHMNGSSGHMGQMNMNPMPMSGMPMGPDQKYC
* hit, by the source's call. Not all compounds are listed; rates above refer to the full screens.

What do the screens show for `Cc1noc(NS(=O)(=O)c2ccc(NC(=O)NC(C)(C(F)(F)F)C(F)(F)F)cc2)c1C`?
NOD2 RIPK2 PPI: 10; NCOA2 inhibitor: -30; TWEAK-Fn14 inh: -7; ABHD5 PLIN5 PPI: 2; Granule exo inh: 2; LRH-1 inv ag: 16; SRC1 inh: -21; TROY signal inh: -7; TLR9-MyD88 inh: -7; COUP-TFII inh: -12; NCOA3 inh: 5

What do the screens show for `CC1Cn2c(CCc3ccccc3)nnc2S1` (stereo not given)?
NOD2 RIPK2 PPI: -15; NCOA2 inhibitor: 9; TWEAK-Fn14 inh: -6; ABHD5 PLIN5 PPI: -2; Granule exo inh: 9; LRH-1 inv ag: 8; SRC1 inh: -14; TROY signal inh: -62; TLR9-MyD88 inh: -4; COUP-TFII inh: 11; NCOA3 inh: -4

How did CC(C)C[C@H](N)c1cn([C@@H](Cc2cc3ccccc3[nH]2)C(=O)N2CCNCC2)nn1 do in these assays?
NOD2 RIPK2 PPI: -9; NCOA2 inhibitor: -23; TWEAK-Fn14 inh: -7; ABHD5 PLIN5 PPI: 10; Granule exo inh: -3; LRH-1 inv ag: 13; SRC1 inh: 0; TROY signal inh: -9; TLR9-MyD88 inh: -5; COUP-TFII inh: 0; NCOA3 inh: 3

Results for CN(C)CCNc1nc2sc3c(c2c(=O)n1-c1ccc(F)cc1)CCCCC3 ?
NOD2 RIPK2 PPI: 7; NCOA2 inhibitor: 1; TWEAK-Fn14 inh: -11; ABHD5 PLIN5 PPI: 3; Granule exo inh: 12; LRH-1 inv ag: 2; SRC1 inh: -4; TROY signal inh: -3; TLR9-MyD88 inh: -9; COUP-TFII inh: 4; NCOA3 inh: 4

How did O=C(CCCN1C(=O)/C(=C\c2cccc(Br)c2)SC1=S)Nc1ccc(C(=O)O)cc1 do in these assays?
NOD2 RIPK2 PPI: 5; NCOA2 inhibitor: -7; TWEAK-Fn14 inh: 27; ABHD5 PLIN5 PPI: -5; Granule exo inh: 3; LRH-1 inv ag: -13; SRC1 inh: -12; TROY signal inh: 12; TLR9-MyD88 inh: 11; COUP-TFII inh: -6; NCOA3 inh: 6

How did CCCCN(C(=O)Cn1nnc2ccccc21)C(C(=O)NCCOC)c1ccccc1 (stereo not given) do in these assays?
NOD2 RIPK2 PPI: -12; NCOA2 inhibitor: -5; TWEAK-Fn14 inh: 6; ABHD5 PLIN5 PPI: -5; Granule exo inh: 2; LRH-1 inv ag: -3; SRC1 inh: 13; TROY signal inh: 1; TLR9-MyD88 inh: -2; COUP-TFII inh: 6; NCOA3 inh: -26

Results for COc1ccc(CC2NCCC3(O)CCCCC23)cc1 (stereo not given) ?
NOD2 RIPK2 PPI: -3; NCOA2 inhibitor: -15; TWEAK-Fn14 inh: 1; ABHD5 PLIN5 PPI: -2; Granule exo inh: 10; LRH-1 inv ag: -6; SRC1 inh: -11; TROY signal inh: 0; TLR9-MyD88 inh: -8; COUP-TFII inh: 15; NCOA3 inh: -6

How did O=C(CC12CC3CC(CC(Br)(C3)C1)C2)NC1CCCC1 do in these assays?
NOD2 RIPK2 PPI: 3; NCOA2 inhibitor: -22; TWEAK-Fn14 inh: 16; ABHD5 PLIN5 PPI: 2; Granule exo inh: -11; LRH-1 inv ag: 21; SRC1 inh: -4; TROY signal inh: 12; TLR9-MyD88 inh: -1; COUP-TFII inh: 14; NCOA3 inh: 7

What do the screens show for `COC1=C(Nc2ccc(O)cc2)C(=O)c2ccccc2C1=O`?
NOD2 RIPK2 PPI: -5; NCOA2 inhibitor: -61; TWEAK-Fn14 inh: -5; ABHD5 PLIN5 PPI: -8; Granule exo inh: -2; LRH-1 inv ag: -14; SRC1 inh: -2; TROY signal inh: -18; TLR9-MyD88 inh: -5; COUP-TFII inh: 17; NCOA3 inh: 3

What do the screens show for `COc1ccc(Nc2oc(-c3ccccc3)nc2C#N)cc1`?
NOD2 RIPK2 PPI: -6; NCOA2 inhibitor: -35; TWEAK-Fn14 inh: -14; ABHD5 PLIN5 PPI: -2; Granule exo inh: -3; LRH-1 inv ag: -111; SRC1 inh: -69; TROY signal inh: -47; TLR9-MyD88 inh: 9; COUP-TFII inh: -30; NCOA3 inh: -102

How did CCN(CC)S(=O)(=O)c1ccc(S(=O)(=O)N2CCCC2)cc1 do in these assays?
NOD2 RIPK2 PPI: -8; NCOA2 inhibitor: -8; TWEAK-Fn14 inh: -13; ABHD5 PLIN5 PPI: -3; Granule exo inh: -6; LRH-1 inv ag: 7; SRC1 inh: -2; TROY signal inh: 9; TLR9-MyD88 inh: -4; COUP-TFII inh: 2; NCOA3 inh: 1

How did CCc1ccc(NC(=O)C(C)OC(=O)c2ccc(NS(=O)(=O)c3ccc(C)c([N+](=O)[O-])c3)cc2)cc1 (stereo not given) do in these assays?
NOD2 RIPK2 PPI: -7; NCOA2 inhibitor: 0; TWEAK-Fn14 inh: 31; ABHD5 PLIN5 PPI: -13; Granule exo inh: 3; LRH-1 inv ag: 7; SRC1 inh: 11; TROY signal inh: 39; TLR9-MyD88 inh: -8; COUP-TFII inh: 2; NCOA3 inh: 10

How did CC1(C)CC(=O)C(N=Nc2cccc(S(=O)(=O)N3CCOCC3)c2)=C(O)C1 do in these assays?
NOD2 RIPK2 PPI: -6; NCOA2 inhibitor: 10; TWEAK-Fn14 inh: 7; ABHD5 PLIN5 PPI: 6; Granule exo inh: 0; LRH-1 inv ag: 21; SRC1 inh: 6; TROY signal inh: 24; TLR9-MyD88 inh: -4; COUP-TFII inh: -1; NCOA3 inh: 8

Results for Cc1ccc(NS(=O)(=O)c2ccc(C(=O)N3CCCCCC3)cc2)cc1 ?
NOD2 RIPK2 PPI: -4; NCOA2 inhibitor: 21; TWEAK-Fn14 inh: 19; ABHD5 PLIN5 PPI: 1; Granule exo inh: -4; LRH-1 inv ag: 11; SRC1 inh: 4; TROY signal inh: -2; TLR9-MyD88 inh: -4; COUP-TFII inh: 1; NCOA3 inh: -1

How did O=C(O)CN1C(=O)c2cccc3c(Br)ccc1c23 do in these assays?
NOD2 RIPK2 PPI: 7; NCOA2 inhibitor: -2; TWEAK-Fn14 inh: -9; ABHD5 PLIN5 PPI: -7; Granule exo inh: -1; LRH-1 inv ag: -12; SRC1 inh: 7; TROY signal inh: -6; TLR9-MyD88 inh: 1; COUP-TFII inh: -18; NCOA3 inh: -6

How did CN(C(=O)CSc1n[nH]c(-c2cccs2)n1)C1CCS(=O)(=O)C1 (stereo not given) do in these assays?
NOD2 RIPK2 PPI: 1; NCOA2 inhibitor: 0; TWEAK-Fn14 inh: 13; ABHD5 PLIN5 PPI: 8; Granule exo inh: -1; LRH-1 inv ag: 2; SRC1 inh: -40; TROY signal inh: 9; TLR9-MyD88 inh: -4; COUP-TFII inh: -21; NCOA3 inh: 5

What do the screens show for `OC1(c2cccc(C(F)(F)F)c2)CCNCC1`?
NOD2 RIPK2 PPI: -3; NCOA2 inhibitor: -25; TWEAK-Fn14 inh: 1; ABHD5 PLIN5 PPI: -3; Granule exo inh: 1; LRH-1 inv ag: -5; SRC1 inh: -15; TROY signal inh: 7; TLR9-MyD88 inh: 1; COUP-TFII inh: 18; NCOA3 inh: 12

How did O=C1[C@@H]2Cc3c([nH]c4ccccc34)C(c3ccccc3)N2C(=O)CN1CCO (stereo not given in full) do in these assays?
NOD2 RIPK2 PPI: -1; NCOA2 inhibitor: -44; TWEAK-Fn14 inh: 24; ABHD5 PLIN5 PPI: -6; Granule exo inh: 13; LRH-1 inv ag: -5; SRC1 inh: 3; TROY signal inh: -1; TLR9-MyD88 inh: -3; COUP-TFII inh: -12; NCOA3 inh: -8

Results for COc1cc(/C=N/NC(=O)c2cccc(NC(=O)c3ccccc3)c2)ccc1O ?
NOD2 RIPK2 PPI: -4; NCOA2 inhibitor: -42; TWEAK-Fn14 inh: 6; ABHD5 PLIN5 PPI: 5; Granule exo inh: 6; LRH-1 inv ag: 7; SRC1 inh: 11; TROY signal inh: -11; TLR9-MyD88 inh: -14; COUP-TFII inh: -10; NCOA3 inh: -38

What do the screens show for `COc1ccc(C2CC(c3cccs3)=NN2C(=O)CSc2nc(=O)n3ccc(C)cc3n2)cc1` (stereo not given)?
NOD2 RIPK2 PPI: 1; NCOA2 inhibitor: 26; TWEAK-Fn14 inh: -3; ABHD5 PLIN5 PPI: 11; Granule exo inh: 0; LRH-1 inv ag: -8; SRC1 inh: 14; TROY signal inh: -32; TLR9-MyD88 inh: -11; COUP-TFII inh: -5; NCOA3 inh: -5

What do the screens show for `Cc1nc(C)c(C(=O)OCC(=O)NCCc2ccc(S(N)(=O)=O)cc2)s1`?
NOD2 RIPK2 PPI: 5; NCOA2 inhibitor: -14; TWEAK-Fn14 inh: 10; ABHD5 PLIN5 PPI: -3; Granule exo inh: 1; LRH-1 inv ag: 14; SRC1 inh: 6; TROY signal inh: 1; TLR9-MyD88 inh: 0; COUP-TFII inh: -15; NCOA3 inh: -19

Results for CS(=O)(=O)N1CCN(c2ccccc2NC(=O)Nc2cccc(Cl)c2)CC1 ?
NOD2 RIPK2 PPI: 3; NCOA2 inhibitor: -18; TWEAK-Fn14 inh: 9; ABHD5 PLIN5 PPI: -4; Granule exo inh: -19; LRH-1 inv ag: 1; SRC1 inh: 4; TROY signal inh: -33; TLR9-MyD88 inh: 3; COUP-TFII inh: -1; NCOA3 inh: -7

Results for CCc1ccccc1NC(=O)N1CCc2ccccc21 ?
NOD2 RIPK2 PPI: 3; NCOA2 inhibitor: 7; TWEAK-Fn14 inh: -19; ABHD5 PLIN5 PPI: -5; Granule exo inh: -9; LRH-1 inv ag: -10; SRC1 inh: -8; TROY signal inh: -32; TLR9-MyD88 inh: 4; COUP-TFII inh: 9; NCOA3 inh: 12

How did O=C(O)c1ccc(/C=N/N2CCN(C3c4ccccc4-c4ccccc43)CC2)cc1 do in these assays?
NOD2 RIPK2 PPI: -8; NCOA2 inhibitor: 7; TWEAK-Fn14 inh: 9; ABHD5 PLIN5 PPI: 10; Granule exo inh: 9; LRH-1 inv ag: 4; SRC1 inh: 5; TROY signal inh: 19; TLR9-MyD88 inh: 3; COUP-TFII inh: -3; NCOA3 inh: 13

How did O=C1CC(C(=O)Nc2ccccc2)S/C(=N\NC(=O)c2ccccc2Cl)N1 (stereo not given) do in these assays?
NOD2 RIPK2 PPI: -8; NCOA2 inhibitor: 5; TWEAK-Fn14 inh: 2; ABHD5 PLIN5 PPI: 1; Granule exo inh: 0; LRH-1 inv ag: -2; SRC1 inh: -15; TROY signal inh: 14; TLR9-MyD88 inh: 6; COUP-TFII inh: 11; NCOA3 inh: 6

Results for O=C(NCCCCCNC(=O)c1cccnc1)c1cccnc1 ?
NOD2 RIPK2 PPI: -2; NCOA2 inhibitor: -14; TWEAK-Fn14 inh: 0; ABHD5 PLIN5 PPI: 1; Granule exo inh: -3; LRH-1 inv ag: 3; SRC1 inh: 18; TROY signal inh: -1; TLR9-MyD88 inh: -2; COUP-TFII inh: -5; NCOA3 inh: -12
